aSyn UTR inh: 5' untranslated region of α-synuclein, MLPCN primary screen | alpha-synuclein 5'UTR reporter, inhibitor activity | inhibition, % (tested at 7.5 µM) | actives 0.82% (n = 300,000); in the data active means inhibition above about 60%;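 further: H4 neuroglioblastoma cells stably carrying SNCA 5'UTR luciferase fusion; 0% = DMSO wells and 100% = positive control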
TRPC4 act: opens the mouse TRPC4 cation channel. HEK293 TRPC4beta/mu-opioid, Fluo4 calcium fluorescence; active compounds read high. actives 0.49% (n = 310,000). B-score at 10 µM. AID 2237;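 active means B-score above 5 SD of library B-scores, and initial fluorescence ratio not above library mean plus 5 SD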;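 further: positive B-score marks a calcium rise read as TRPC4 activation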
Target sequence (Q9QUQ5 whole entry, looked up): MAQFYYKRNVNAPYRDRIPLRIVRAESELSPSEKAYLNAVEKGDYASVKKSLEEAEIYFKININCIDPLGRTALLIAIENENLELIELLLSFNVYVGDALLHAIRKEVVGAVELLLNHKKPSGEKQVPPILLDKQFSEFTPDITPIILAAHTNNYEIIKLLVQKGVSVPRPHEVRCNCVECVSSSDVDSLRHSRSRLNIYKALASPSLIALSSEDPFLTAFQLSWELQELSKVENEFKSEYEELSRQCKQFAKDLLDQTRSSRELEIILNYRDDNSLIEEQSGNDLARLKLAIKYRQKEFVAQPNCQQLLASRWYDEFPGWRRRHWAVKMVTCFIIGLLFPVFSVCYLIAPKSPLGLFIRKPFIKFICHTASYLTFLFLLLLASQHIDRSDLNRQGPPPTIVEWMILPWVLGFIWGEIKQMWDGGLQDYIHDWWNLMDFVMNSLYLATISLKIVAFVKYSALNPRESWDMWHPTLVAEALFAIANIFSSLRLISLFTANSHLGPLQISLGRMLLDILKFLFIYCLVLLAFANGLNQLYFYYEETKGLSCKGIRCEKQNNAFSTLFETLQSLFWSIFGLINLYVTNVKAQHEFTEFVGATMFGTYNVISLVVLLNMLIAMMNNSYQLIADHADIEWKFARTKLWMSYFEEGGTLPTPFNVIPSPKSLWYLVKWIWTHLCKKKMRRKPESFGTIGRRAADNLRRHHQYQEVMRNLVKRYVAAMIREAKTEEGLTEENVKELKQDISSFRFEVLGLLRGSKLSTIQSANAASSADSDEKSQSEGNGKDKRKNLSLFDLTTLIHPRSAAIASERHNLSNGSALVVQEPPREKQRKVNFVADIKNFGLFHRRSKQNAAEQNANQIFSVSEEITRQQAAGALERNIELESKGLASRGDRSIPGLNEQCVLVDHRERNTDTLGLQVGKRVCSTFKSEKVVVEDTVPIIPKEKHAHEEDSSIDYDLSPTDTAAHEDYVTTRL
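Assay system: HEK293 stable line with TRPC4beta plus mu-opioid receptor. Times: dye 45 min RT, read 110 s. Measured by: kinetic Fluo4 calcium fluorescence. Measure: B score of integrated ratio. Controls: assay buffer as low control, maximal DAMGO as high control.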
KLF5 inh: inhibitors of KLF5 expression | inhibition, % at 5 µM | DLD-1 KLF5 promoter-luciferase reporter, luminescence | AID 1700 | actives 0.23% (n = 290,000);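 active means inhibition above a per-plate limit of that plate's mean compound inhibition plus 3 SD, cut at about 60% in these data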;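 further: 0% = DMSO wells and 100% = LY294002 at 200 µM; higher means less KLF5 promoter-driven luciferase light; inactives centre near -14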
TRPC4 block: inhibitors of mouse TRPC4 channel | Q9QUQ5 | HEK293 TRPC4beta/mu-opioid, DAMGO-evoked Fluo4 calcium flux; active compounds read low | B-score at 10 µM | actives 0.39% (n = 300,000) | AID 2247;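 active means B-score over 3 SD under the library average, no early fluorescence shift, positive overall ratio signal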
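Material: HEK293 cells with stable TRPC4beta plus mu-opioid receptor expression; probe or stimulus: DAMGO in two steps, submaximal then maximal; technique: Fluo4 calcium fluorescence by kinetic imaging, 5 s 1 Hz baseline; measure: integrated fluorescence ratio relative to baseline, converted to per-well B score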
TRPC6 inhibitor: mouse TRPC6 channel inhibition; Q61143; HEK293-TRPC6, membrane potential dye, ACh-evoked depolarization; active compounds read low; actives 1.1% (n = 310,000); B-score at 10 µM;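 active means B-score under library mean minus 3 SD, initial fluorescence not abnormally high, positive integrated signal ratio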;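 further: B-score derived from integrated fluorescence ratio over the kinetic read; more negative B-score means stronger inhibition of depolarization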
HIF activator: HIF pathway transcriptional activation | U2OS HRE-luciferase reporter, luminescence; normalized: DMSO 0%, desferrioxamine 100% | activation, % at 7.5 µM (by protocol) | actives 0.32% (n = 300,000);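 active means mean activation of at least 10% of the iron chelator positive control signal, with at least half of replicates also reaching 10%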
MrgX1 antag: human MrgX1 receptor antagonism, primary screen | actives 1.3% (n = 310,000) | MRGX1-HEK293 calcium flux, Fluo-4, BAM8-22 antagonism; active compounds read low | AID 588676 | B-score at 10 µM;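 active means calcium-response B-score plate-corrected more than 3 library SD below zero, starting fluorescence within 5 deviations, no agonist response on first addition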;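 further: peak minus trough fluorescence over baseline after final BAM8-22 challenge near maximal dose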
IEC-6 cytotox: kills IEC-6 intestinal cells in KLF5 counter-screen; actives 0.78% (n = 290,000); inhibition, % at 5 µM; IEC-6 cytotoxicity, luminescence viability; in the data active means inhibition above about 22%;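 further: 0% = plate median of test compound wells and 100% = cytotoxic reference compound wells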
SKKanGAS inh: inhibitors of SKKanGAS S. pyogenes growth in kanamycin (SK-promoter or general growth effect) | actives 1.3% (n = 300,000) | AID 1662 | BacTiter-Glo, 6 h | inhibition, % at 7.5 µM;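 active means mean replicate score, as percent of positive control median, at least 50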;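 further: strain carries kanamycin resistance gene driven by streptokinase promoter and grows in 40 µg/ml kanamycin; loss of luminescence reflects streptokinase promoter inhibition or plain growth inhibition; 0% = median of DMSO wells and 100% = positive control at its reference dose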
TRPC6 act: activators of mouse TRPC6 channel | AID 2550 | Q61143 | B-score at 10 µM | HEK293-TRPC6 membrane potential dye fluorescence; active compounds read high | actives 0.13% (n = 310,000);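 active means B-score of the integrated fluorescence ratio above library mean plus 3 SD, and starting fluorescence ratio within library mean plus 5 SD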;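 further: higher score means more depolarization so channel activation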
TRPC4 potent: TRPC4 (mouse) allosteric potentiation; Q9QUQ5; HEK293 TRPC4beta/mu-opioid, DAMGO EC20, Fluo-4 Ca2+ flux; active compounds read high; B-score at 10 µM; actives 0.42% (n = 310,000);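 active means B-score of calcium response area above 5 SD of library B-scores, with initial fluorescence ratio within 5 SD of library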;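 further: B-score of integrated fluorescence ratio over time as area under calcium response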
* hit, by the source's call; i = inactive; · = no result given.

SMILES	aSyn UTR inh	TRPC4 act	KLF5 inh	TRPC4 block	TRPC6 inhibitor	HIF activator	MrgX1 antag	IEC-6 cytotox	SKKanGAS inh	TRPC6 act	TRPC4 potent
COc1ccc(-n2c(CNc3ccc(C)cc3)nnc2SCC(=O)Nc2nc(-c3ccccc3)cs2)cc1	-50	i	-3	i	i	1.1	i	4	2	i	i
CC(NC(=O)CCNC(=O)N1CCn2c1nc1ccccc12)c1ccccc1 (stereo unspecified)	22	i	-15	i	i	-0.1	i	-8	-2	i	i
O=C(O)[C@H](Cc1ccccc1)NC(=O)C(c1ccccc1)(c1ccccc1)c1ccccc1	-3	i	-15	i	i	-0.4	i	-3	5	i	i
C[C@H](NC(=O)[C@@H]1Cc2ccccc2CN1C(=O)OC(C)(C)C)C(=O)NCC1CCCO1 (stereo partly specified)	-15	i	-9	i	i	0.3	i	-3	-3	i	i
Cc1c(C(=O)N(C)C2CCCCC2)sc2ncnc(N3CCN(c4ccccc4F)CC3)c12	3	i	-6	i	i	-0.1	i	-2	16	i	i
CCN=C1SC(CC(=O)NC(C)c2ccccc2)C(=O)N1CC (stereo unspecified)	2	i	3	i	i	-0.1	i	-6	9	i	i
O=C(Oc1ccc2ccc(=O)oc2c1)C1CCCCC1	12	i	-7	i	i	-0.6	i	-6	-2	i	i
Cn1c(SCC(=O)n2c3c(c4ccccc42)CCCC3)nnc1-c1ccccc1	6	i	-17	i	i	-0.3	i	4	38	i	i
CCOc1nc(-c2ccccc2)ncc1Oc1ccccc1	16	i	·	i	i	0.3	i	·	-4	i	i
CCOc1ccccc1NC(=O)NCCc1c[nH]c2ccccc12	-14	i	-11	i	i	-4.4	i	-9	-6	i	i
O=C(O)C(c1ccccc1)C1(O)CCCC1 (stereo unspecified)	5	i	7	i	i	-0.2	i	-7	-5	i	i
Cc1ccc(N2C(=O)CC(Sc3ccccc3C(=O)O)C2=O)cc1 (stereo unspecified)	-8	i	-28	i	i	-0.6	i	-1	8	i	i
COC(=O)c1ccc(NC(=S)NNC(=O)CC(C)C)cc1	1	i	-33	i	i	0.3	i	1	4	i	i
COC(=O)c1c(C)nc2ccccc2c1C(=O)O	10	i	-8	i	i	-0.3	i	-2	0	i	i
CCCc1cc(=O)oc2c(C)c(OC(C)C(=O)NCC(O)c3ccccc3)ccc12 (stereo unspecified)	12	i	-17	i	i	0.3	i	-10	4	i	i
O=C(N/N=C1/CC(c2ccccc2)Oc2ccccc21)C1CC1 (stereo unspecified)	11	i	4	i	i	-0.3	i	0	3	i	i
CCN(CC)S(=O)(=O)c1cccc2cccnc12	-40	i	-31	i	i	0.7	i	2	13	i	i
CN1CCN(C2Cc3ccc(Cl)cc3Sc3ccc(F)cc32)CC1 (stereo unspecified)	104*	i	·	i	i	-0.5	i	·	69*	i	i
CC1CCC(C(C)C)C(OP(=O)(c2ccc(N(C)C)cc2)C(O)c2cccnc2)C1 (stereo unspecified)	22	i	1	i	i	0.7	-8.7*	4	9	i	i
CC(C)CCN(C(=O)Nc1ccc(Cl)cc1)C1CCN(C(C)C)CC1	-38	i	-8	i	i	2.2	i	4	1	i	i
Cc1ccccc1N/C(SCc1ccc(Cl)cc1)=C(/C#N)C(N)=O	-4	i	-19	i	i	-0.1	i	-5	-14	i	i
O=S(=O)(NN1CCOCC1)c1ccc(Br)s1	-2	i	-42	i	i	-0.3	i	-4	-1	i	i
CCOC(=O)c1cn2nc(Oc3ccccc3)ccc2n1	-149	i	-59	i	i	1.8	i	-3	2	i	i
COc1ccc(CC(NC(C)=O)C(=O)NC2CCN(C(=O)c3ccc(OC)c(OC)c3)CC2)cc1OC (stereo unspecified)	32	i	6	i	i	0.0	i	3	7	i	i
CN1CCN(c2ccc(NC(=O)Cc3ccccc3)cc2)CC1	-68	i	-42	i	i	3.1	i	0	-2	i	i
Other structures:
SMILES	aSyn UTR inh	TRPC4 act	KLF5 inh	TRPC4 block	TRPC6 inhibitor	HIF activator	MrgX1 antag	IEC-6 cytotox	SKKanGAS inh	TRPC6 act	TRPC4 potent
COC(=O)c1cccc(NC(=O)CN2CCN(Cc3ccccc3)CC2)c1	-6	i	-6	i	i	0.0	i	-2	-3	i	i
Cc1ccc2nc(C)c(C(=O)N/N=C/c3ccc(C(=O)O)cc3)cc2c1	-3	i	-10	i	i	-0.7	i	7	-4	i	i
Cc1cc(=O)[nH]c(SCC(=O)Nc2ccnc3ccccc23)n1	-44	i	14	i	i	-0.3	i	3	-10	i	i
COC(=O)Cn1c(=O)c2c(nc3n2CCCN3CCc2ccc(OC)c(OC)c2)n(C)c1=O	17	i	-27	i	i	-1.4	i	-3	1	i	i
CCOc1ccc(CN2CCN(Cc3ccc4cc(F)ccc4n3)CC2CCO)cc1 (stereo unspecified)	14	i	-26	i	i	0.0	i	-5	13	i	i
COC(=O)CCCC1=CC2=C(c3ccccc3)C(=O)C(C)(OC(=O)C3CCCC3)C(=O)C2=CN1CC1CC1 (stereo unspecified)	18	i	·	i	i	-3.0	i	·	6	i	i
Cc1ccc(S(=O)(=O)Nc2ccccc2CNC2CCCCC2)cc1	0	i	-34	i	i	0.2	i	1	·	i	i
Cc1ccc(NC(=O)CN(C)C(C)C(=O)Nc2ccc(S(=O)(=O)N3CCCC3)cc2)cc1 (stereo unspecified)	16	i	·	i	i	0.0	i	·	-10	i	i
O=C(Nc1ccc(Cl)cc1)C1CCCC1	-36	i	-15	i	i	0.6	i	8	5	i	i
O=C(CCCOc1ccc(Cl)cc1)N1CCCCCC1	-46	i	-22	i	i	2.0	i	1	1	i	i
CCOC(=O)c1c[nH]n(-c2ccc(C)cc2)c1=O	2	i	-25	i	i	0.0	i	0	-4	i	i
Cc1cccc(-c2nnc(SCCOc3ccc4c(C)cc(=O)oc4c3)o2)c1	-3	i	-15	i	i	-0.2	i	-3	6	i	i
O=C(Cn1[nH]c(=O)c2ccccc2c1=O)OCC(=O)c1ccccc1Cl	-15	i	·	i	i	0.2	i	·	1	i	i
CCC(C)(C)n1nnnc1CN1CCSCC1	18	i	17	i	i	-0.4	i	-3	2	i	i
CCOC(=O)N/N=C/c1ccc(N(CC)CC)cc1O	-432	i	-32	i	i	4.4	i	2	30	i	i
Cc1cc(NC(=O)CSc2nnc(-c3cccnc3)n2C)no1	12	i	-12	i	i	-0.6	i	-2	-7	i	i
O=C(NC(=S)Nc1cc([N+](=O)[O-])ccc1O)c1cccnc1	-48	i	-20	i	i	1.1	i	0	24	i	i
COc1c(Cl)cc(Cl)cc1C(=O)Nc1ccc(NC(=O)c2cccs2)cc1	28	i	-10	i	i	-0.6	i	4	26	i	i
Cc1cccc(OCC(=O)Nc2ccccc2-c2ccccc2)c1	2	i	-22	i	i	0.5	i	-6	-4	i	i
C=CCn1c(SCC(=O)Nc2cc(C)nn2-c2ccccc2)nnc1C1CCCCC1	11	i	-4	i	i	0.0	i	-2	-3	i	i
Cc1cc(NC(=O)c2cccc([N+](=O)[O-])c2)no1	-33	i	-7	i	i	-0.3	i	-9	-10	i	i
Cc1ccc(NC(=O)CSc2ccccc2NC(=O)c2cccc(Cl)c2)cc1Cl	14	i	1	i	i	0.1	i	5	-3	i	i
CC(C)c1nnc(NC(=O)CC23CC4CC(CC(C4)C2)C3)s1	2	i	-26	i	i	0.3	i	2	13	i	i
CC(=O)c1ccc(OCC(O)CNCc2ccc3c(c2)OCO3)cc1 (stereo unspecified)	6	i	-9	i	i	-0.4	i	1	26	i	i
Cc1sc2nc(-c3cccnc3)nc(Cl)c2c1-c1ccccc1	-46	i	-36	i	i	3.0	i	2	17	i	i

Laid out differently: 5 of the compounds above.
compound | aSyn UTR inh | TRPC4 act | KLF5 inh | TRPC4 block | TRPC6 inhibitor | HIF activator | MrgX1 antag | IEC-6 cytotox | SKKanGAS inh | TRPC6 act | TRPC4 potent
COC(=O)c1cccc(NC(=O)CN2CCN(Cc3ccccc3)CC2)c1 | -6 | i | -6 | i | i | 0.0 | i | -2 | -3 | i | i
Cc1ccc2nc(C)c(C(=O)N/N=C/c3ccc(C(=O)O)cc3)cc2c1 | -3 | i | -10 | i | i | -0.7 | i | 7 | -4 | i | i
Cc1cc(=O)[nH]c(SCC(=O)Nc2ccnc3ccccc23)n1 | -44 | i | 14 | i | i | -0.3 | i | 3 | -10 | i | i
COC(=O)Cn1c(=O)c2c(nc3n2CCCN3CCc2ccc(OC)c(OC)c2)n(C)c1=O | 17 | i | -27 | i | i | -1.4 | i | -3 | 1 | i | i
CCOc1ccc(CN2CCN(Cc3ccc4cc(F)ccc4n3)CC2CCO)cc1 (stereo unspecified) | 14 | i | -26 | i | i | 0.0 | i | -5 | 13 | i | i

Carrying on.
SMILES	aSyn UTR inh	TRPC4 act	KLF5 inh	TRPC4 block	TRPC6 inhibitor	HIF activator	MrgX1 antag	IEC-6 cytotox	SKKanGAS inh	TRPC6 act	TRPC4 potent
CCOc1cc(NC(=O)CC(C)C)c(OCC)cc1NC(=O)CCn1nnc2ccccc21	29	i	-23	i	i	0.3	i	8	-4	i	i
COc1ccc(C(CNC(=O)C(=O)NC2CCCC2)N2CCN(C)CC2)cc1 (stereo unspecified)	-1	i	·	i	i	0.0	i	·	-8	i	i
Nc1nc(Nc2ccccc2F)sc1C(=O)c1ccccc1	-188	i	-145	i	i	-25	i	21	1	i	i
COc1ccc(/C(CC2OC(=O)c3ccccc32)=N\NC(N)=O)cc1 (stereo unspecified)	6	i	-13	i	i	0.1	i	-5	0	i	i
COc1cc(NC(=O)COC(=O)CC(NC(C)=O)c2ccccc2)cc(OC)c1 (stereo unspecified)	6	i	-17	i	i	0.0	i	-4	-12	i	i
CC1=CC(C)(C)N(C(=O)c2ccc(F)cc2)c2cc3c(cc21)OCO3	25	i	-13	i	i	-0.4	i	-5	-4	i	i
COC(=O)c1cc(OC)c(OC)cc1NC(=O)c1ccccc1C	16	i	-15	i	i	-0.5	i	1	3	i	i
O=C(COC(=O)CCN1C(=O)C2CC=CCC2C1=O)NCCc1ccccc1 (stereo unspecified)	1	i	-22	i	i	-0.2	i	-8	-5	i	i
CC(=O)Nc1ccc(NS(=O)(=O)c2cc(-c3n[nH]c(=O)c4ccccc34)ccc2C)cc1	-6	i	4	i	i	-0.3	i	6	27	i	i
CCCCn1c(=O)nc2n(-c3ccccc3C)c3ccccc3cc-2c1=O	25	i	-11	i	i	·	i	-2	-4	i	i

Screening results deposited in PubChem BioAssay by several laboratories.
